Screens (PubChem BioAssay)
KDM5B inh – inhibitors of human KDM5B histone demethylase. KDM5B demethylase, FDH-coupled NADH fluorescence (FDH is formaldehyde dehydrogenase). Potency, µM (doses to about 57.7 µM), without a hit: at the highest dose activity change, negative = inhibition, hits mostly inhibitors. 220,000 compounds, 2.6% hits. AID 1347165; active = well fitted inhibition curve with a large enough effect; inconclusive = small, poorly fitted or top-dose-only effect; inactive = no such curve, though single readings can be large or run the other way; also: 0% is about no effect; nearly all actives have a fitted effect of over 70% in size
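Coupled FDH/NAD⁺ fluorescence readout. KDM5BΔAP 200 nM final; compound titration, 10 min RT preincubation; substrate mix 12.5 µM H3K4me3, 25 µM 2-OG, 50 µM Fe(II), 100 µM ascorbate, 0.25 mM NAD⁺, 0.25 U/mL FDH; ΔRFU over 30 min.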
The depositor's hits bear a star; i = inactive; ? = inconclusive; [ ] = remark or other dose. Potency is read from the fitted curve at half-maximal effect. An excerpt; count on the stated rates, not on these rows.

KDM5B inh,molecule
12%,Cc1nc2ccc(C(=O)OC(C)C(=O)NC(=O)NC3CCCC3)cc2nc1C (centres undefined)
-20%,NC(=O)C1CCN(CC(=O)Nc2oc3ccccc3c(=O)c2-c2ccc(F)cc2)CC1
0%,COc1ccc(-c2cc(N3C(=O)Nc4ccccc4N3O)n[nH]2)c(OC)c1
9%,COCCCn1c(C)cnc1C1CCN(C(=O)C2(c3ccc(OC)cc3)CC2)C1 (centres undefined)
8%,Fc1ccccc1NC(=S)NCCc1ccccn1
21%,COc1cc(OC)c(C2=CCN(S(=O)(=O)N3CCCCCC3)CC2)c(OC)c1
5%[86.2 µM],CN1Cc2ncnc(N3CCOCC3)c2CN(C2CCCCC2)C1=O
?,O=c1c2ccc(Cl)cc2nc2n1CC/C2=C\c1cccc(O)c1
-23%,Cc1csc(C(C)N(C)C(=O)c2cc(Cn3nc(C)cc3C)[nH]n2)n1 (centres undefined)
-14%,COc1ccc(OC)c(CN2CCC3(CC2)COCCN3C(=O)OCc2ccccc2)c1
3%,Cc1nc(C)c(C(=O)N2CCCCCCNC(=O)[C@@H]3CCCC[C@@H]32)s1
-7%,Cc1cccc(C(=O)N2CC(c3nnc(-c4ccncc4)o3)C3(CCOCC3)C2)c1 (centres undefined)
-4%,O=C(CCC1CCCN(S(=O)(=O)c2ccc(F)cc2)C1)NCc1ccccc1 (centres undefined)
-27%,N#Cc1ccc(C(=O)N2CCN(c3cc(-c4cccs4)[nH]n3)CC2)cc1
-25%[86.2 µM],C[S+](=O)([O-])Nc1cccc(Nc2cnc3ccc(-c4ccccc4)nn23)c1
-15%[86.2 µM],CCOC(=O)c1cccc(NC(=O)N2CC[C@@H](CC(=O)N(C)CCC#N)[C@@H](CC)C2)c1
-29%,CCCC(=O)Nc1ccc2oc(-c3cncc(Br)c3)nc2c1
-3%,Cc1ccccc1Nc1ccc2nonc2c1[N+](=O)[O-]
6%,O=C1NC(C(=O)N2CCOCC2)Cn2cccc21 (centres undefined)
?,O=c1nc(-c2ccc(Cl)cc2)c2cc(Cl)ccc2[nH]1
-2%,COc1cccc2cc(-c3nc(-c4ccc(Cl)cc4)cs3)c(=O)oc12
-23%,COC(=O)c1ccccc1NC(=O)c1ccc2c(c1)CCN2S(C)(=O)=O
?,O=[S+]([O-])(c1ccccc1)c1nnn2c1nc(N1CCC(F)CC1)c1ccccc12
4%,Cc1c(C(=O)N2CCCCCC2)c(S(=O)(=O)Nc2ccc(OC(F)(F)F)cc2)c(C)n1C
13%,CCC(C(=O)NC1CCCC1)N(Cc1ccco1)C(=O)CNS(=O)(=O)c1ccccc1 (centres undefined)
32µM*,Cn1c2c(c3cc(F)ccc31)CN(C(=O)Nc1ccc(F)c(Cl)c1)CC2
5%,O=C1CCSc2c1cccc2C(=O)NCC1CCN(Cc2cccc(F)c2)CC1
18%,CCCCc1cc(C[C@H]2CNCC[C@H]2CC(=O)N2CCC(Cc3ccccc3)CC2)no1
?,C#CCNC(=O)C1CCCN1c1nc2ncccc2o1 (centres undefined)
-19%[115 µM],CCC(=O)N1Cc2ccccc2CC2(CCCCN2Cc2ccccn2)C1 (centres undefined)
20%,CC(=O)N(C)c1ccc(NC(=O)Cc2cccc3ccccc23)cc1
1%,COCCn1c(SCC(=O)c2ccc3c(c2)OCCCO3)nnc1-c1ccc(Cl)cc1
-5%,CC(=O)c1nnn(-c2ccc(C)cc2Cl)c1C
9%,O=C(NC1CCc2n[nH]c(=O)n2CC1)c1ccoc1 (centres undefined)
27%,O=C(NC1CCCC1)c1ccc(I)cc1
0%,CN(C)c1nc2c(c(=O)[nH]1)CCN(Cc1ccccc1Br)CC2
-7%[86.2 µM],Nc1ncccc1CN1CC[C@@H]2OCC(=O)N(Cc3ccccc3)[C@H]2CC1
23%,CN1C(=O)CC(C(=O)O)C12CCN(C(=O)Cc1cccc(F)c1)CC2 (centres undefined)
-5%,COc1cccc(C(=O)NC(C(=O)N2CCCCC2)C2CCN(C(=O)c3ccc(F)cc3)CC2)c1 (centres undefined)
-35%,Cc1ccc(C(=O)c2oc3ccccc3c2NC(=O)c2cc(-c3ccc(Cl)cc3)on2)cc1
3%,CCn1c(SCC(=O)NC2CCCCC2)nnc1-c1cccnc1
i,COc1ccc2[nH]c(C(=O)N3C[C@@H](Oc4ccccc4)C[C@H]3C(=O)N3CCCC3)cc2c1
?,CCNc1ncnc2sc3c(c12)CCN(S(=O)(=O)c1ccccc1)C3
?,Cn1ccc(C(=O)N2CC3ON=C(C(=O)N4CCN(c5ncccn5)CC4)C3C2)n1 (centres undefined)
6%,COc1ccc(C(CNC(=O)C2CCN(S(=O)(=O)c3ccc(C)cc3C)CC2)N(C)C)cc1 (centres undefined)
11%,O=C(NC(Cc1ccccc1)C(=O)Nc1ccc(N2CCOCC2)cc1)c1ccco1 (centres undefined)
?,COCc1cc(C)nc(NC2CC(C)(C)NC(C)(C)C2)c1C#N
-1%,CCOC(=O)c1c(NC(=O)COc2ccc(Cl)cc2C)sc(C(C)=O)c1C
?,O=C(Cc1ccccc1)Nc1ccnn1C1CCN(Cc2cccn2-c2ccccn2)CC1
-24%,COc1ccc(Nc2ccc(NC(=O)Cn3cnc4c3c(=O)n(C)c(=O)n4C)cc2)cc1

New compounds follow.
KDM5B inh,molecule
6%,CN(Cc1cccnc1)c1nc2c(c(=O)[nH]1)CCN(Cc1ccc3[nH]ccc3c1)CC2
?,COc1ccc(Br)c2c1-c1nc(NC(=O)c3cccc(C)c3)sc1C2
-17%,CN(C)C(=O)c1cccnc1OC1CCN(S(=O)(=O)Cc2ccc(Cl)cc2)C1 (centres undefined)
4%,O=C(Nc1ccc(Br)cc1F)c1cccs1
11%,O=C(O)c1ccc(NCc2c(Cl)cccc2Cl)cc1
2%,CN1CC(c2ccccc2)CC2(CCN(C(=O)C3CCOCC3)CC2)C1 (centres undefined)
-7%,Cc1cc(Nc2ccc(C)c(Cl)c2)n2nc(Cc3ccccc3)nc2n1
10%[115 µM],NCC(=O)N1CCCC2(Cc3ccccc3CN2C(=O)c2cccc(Cl)c2)C1 (centres undefined)
20%,CN(Cc1cc(-c2ccccc2)n[nH]1)C(=O)c1cn(Cc2ccc(F)cc2Cl)nn1
2%[86.2 µM],Cc1ccc(C(=O)N2CCC3(CC2)Cc2ccccc2NC3=O)cc1
-28%,O=S(=O)(Nc1ccc(O)c(Sc2nc3ccccc3s2)c1)c1cc(Cl)ccc1Cl
30%[activator],CCCc1ccc(C(C)NC(=O)C2CC2C)cc1 (centres undefined)
-1%,COc1ccc(-c2nn(C)c3sc(C(=O)Nc4cc(OC)c(OC)c(OC)c4)cc23)cc1OC
29%,COc1ccc(CNC(=O)C(C)SCCO)cc1OC (centres undefined)
-14%,CCN1CCN(Cc2cc(=O)oc3cc(C)ccc23)CC1
21%,CCn1c(CN2CCCN(c3ncccn3)CC2)nnc1C1CC(N)C1 (centres undefined)
-1%[115 µM],O=C1NC(=NC2CCCC2)C2(CCCN(Cc3ccc(F)cc3)C2)N1c1cc(F)cc(F)c1 (centres undefined)
12%,CN(C1CCc2nn(C)c(=O)n2CC1)S(=O)(=O)c1ccc2c(c1)CCCC2 (centres undefined)
-7%,O=C(Nc1ccccc1)c1ccc(Br)c(S(=O)(=O)Nc2ccccn2)c1
-24%,CNC(=O)[C@@H]1CN(C(=O)CCc2ccccc2OC)C[C@H]1CO
18%,CCC(C(=O)Nc1ccc(OC)c(Cl)c1)n1nc(-c2cc(C)ccc2C)ccc1=O (centres undefined)
18%,Cc1cc(Br)ccc1NC(=O)c1cn(C2CCCC2)c(=O)c2c1c1ccccc1n2C
-20%,CN1CCCN(C(=O)c2cn(C)cn2)c2ccccc21
-13%,COc1ccc(C(=O)c2c(N)c(-c3nc(-c4ccccc4)cs3)c3ccccn23)cc1
-10%,CCC(Oc1ccc(F)cc1)C(=O)Nc1cc(-c2ccc(C)cc2)no1 (centres undefined)
-1%,Cc1cc(C)cc(N2C(=O)N(Cc3cccc(F)c3)c3ccccc3S2(=O)=O)c1
?,Cc1ccc(-c2cn3c(n2)sc2cc(C(=O)NCCC4=CCCCC4)ccc23)c(C)c1
-70%,COc1cccc(NC(=O)CC(=O)c2ccc([N+](=O)[O-])cc2)c1
-19%,CCOC(=O)c1ccc(CN(Cc2ccc(Br)cc2)S(=O)(=O)c2cccc(Cl)c2C)cc1
1%[86.2 µM],COc1ccc(O[C@H]2COCCN(C(=O)c3cc(C)oc3C(F)(F)F)C2)cc1
-16%[86.2 µM],O=C1CCCCCN1C1CCN(Cc2ccc(F)cc2)CC1
31%,COc1ccccc1C1CNC(=O)c2nc(CCN3CCC(C)CC3)[nH]c2C1 (centres undefined)
-1%,COc1ccc2c(c1)c(=O)c(C(=O)c1ccc(C)c(C)c1)cn2CC(=O)Nc1ccc2c(c1)OCCO2
10%,Cn1cnc2c1c(=O)n(CC(=O)NC1CC1)c(=O)n2C
12%,Cn1ccc2cc(S(=O)(=O)N3CCC(C(=O)N4CCC5(CC4)OCCO5)CC3)ccc21
?,OCC1(O)CCCN(Cc2cnc(NCc3ccccc3)nc2)C1 (centres undefined)
17%,Cc1cccc(NC(=O)c2oc3ccccc3c2NC(=O)Cc2coc3cc(C)cc(C)c23)c1
?,O=C(O)c1cc(N2C(=O)CCC2=O)ccc1NCc1cccnc1
1%,CC(C)c1ccc(C(=O)N2CCC(Cc3nc(-c4ccc(F)cc4)no3)CC2)cc1
1%,CC(=O)N1CC2(Cc3ccccc31)CN(C(=O)c1ccccc1Cl)C2
12%,COc1ccc(CN(C(=O)c2cc(=O)c3cc(Cl)ccc3o2)C2CCS(=O)(=O)C2)cc1 (centres undefined)
-6%,CC1CCN(C(=O)CN2c3ccc(Br)cc3-c3ccccc3S2(=O)=O)CC1
-11%,CN(C)C[C@@H]1CN(Cc2ccncc2)C[C@H]1NS(=O)(=O)Cc1ccccc1
32%,O=C(OCc1ccc([N+](=O)[O-])cc1)c1ccc2ccccc2n1
-13%,COc1ccc(-c2nc3ccccc3s2)cc1NC(=O)c1ccc(C#N)cc1F
2%,CCCC(=O)Nc1nc2nc(CCC)cc(=O)n2[nH]1
-4%,CCN1CCC(N(Cc2cccc(OC)c2)C(=O)Nc2cccc(C(F)(F)F)c2)CC1
-13%,CC(=O)Nc1ccc(C(=O)N2CCCC(c3nc(C)ncc3-c3cccc(C)c3)C2)cc1 (centres undefined)
11%,O=C(CCn1nnc2ccccc21)OCC(=O)c1ccccc1
-25%,CSc1ccc(C2c3[nH]c4ccccc4c3CCN2C(=O)CCc2ccccc2)cc1 (centres undefined)

Copied from the results shown, five compounds:
KDM5B inh,molecule
-1%,Cc1cc(C)cc(N2C(=O)N(Cc3cccc(F)c3)c3ccccc3S2(=O)=O)c1
?,Cc1ccc(-c2cn3c(n2)sc2cc(C(=O)NCCC4=CCCCC4)ccc23)c(C)c1
-70%,COc1cccc(NC(=O)CC(=O)c2ccc([N+](=O)[O-])cc2)c1
-19%,CCOC(=O)c1ccc(CN(Cc2ccc(Br)cc2)S(=O)(=O)c2cccc(Cl)c2C)cc1
1%[86.2 µM],COc1ccc(O[C@H]2COCCN(C(=O)c3cc(C)oc3C(F)(F)F)C2)cc1

The list goes on:
KDM5B inh,molecule
-12%,Cc1nn2cc(-c3ccc(OC(C)C)cc3)nc2s1
-16%,O=c1n(CC2CC2)nc2n1CCNCC2
19%,CCn1cnc2c1c(=O)n(Cc1c(C)noc1C)c(=O)n2Cc1ccccc1
35µM*,COCCn1cnc2ccc(-c3ccsc3)nc2c1=O
-14%,Cc1cccc(S(=O)(=O)c2cn(Cc3ccccc3)c3cc(N4CCCCC4)c(F)cc3c2=O)c1
11%[115 µM],CS(=O)(=O)N1CCC2(CC1)CN(Cc1ccncc1)Cc1ccccc1O2
22%,CCC1Oc2ccccc2N(CC(=O)NC2CCCC2)C1=O (centres undefined)
-21%,O=C(CSCc1cnn(-c2ccccc2)c1-n1cccc1)NCc1ccc(F)cc1
5%,CCCc1nc(SC)ncc1C(=O)Nc1ccc(C)cc1Cl
2%,Cc1nc2ccc(C(=O)NCCN(C(C)C)C(C)C)cc2nc1C
6%,CCCOc1ccc(OCCBr)cc1
-3%,O=C(CCC1CCCC1)Nc1cccc2ncccc12
?,Cn1c(=O)[nH]c(=O)c2c1nc(N1CCCCC1)n2C/C=N/NC(=O)c1cc(Br)ccc1O
-5%,CCn1cc(CN2CCCC(c3nc(C(C)C)no3)CCNC(=O)CC2)cn1 (centres undefined)
32%[activator][115 µM],O=C(NCCc1ccc(Cl)cc1)C1CCc2nnc(C3CCN(C(=O)C4CC4)CC3)n21 (centres undefined)
3%,NC(=O)c1ccc(O[C@@H]2COCC[C@H]2NC(=O)CN2CCOC2=O)cc1
10%,Cc1occc1C(=O)N1C[C@H]2OC(=O)N(CCCN3CCOCC3)[C@H]2C1

Fetched by structure from the entries so far, 5 records:
KDM5B inh,molecule
-1%[115 µM],O=C1NC(=NC2CCCC2)C2(CCCN(Cc3ccc(F)cc3)C2)N1c1cc(F)cc(F)c1 (centres undefined)
-13%,COc1ccc(C(=O)c2c(N)c(-c3nc(-c4ccccc4)cs3)c3ccccn23)cc1
?,CCNc1ncnc2sc3c(c12)CCN(S(=O)(=O)c1ccccc1)C3
?,C#CCNC(=O)C1CCCN1c1nc2ncccc2o1 (centres undefined)
-1%,CCOC(=O)c1c(NC(=O)COc2ccc(Cl)cc2C)sc(C(C)=O)c1C
